UBC9 SUMO inh: inhibitors of in vitro SUMOylation cascade, primary screen, biochemical, HTRF, uHTS | inhibition, % at 35 µM | HTRF SUMOylation assay, SAE1/SAE2 + UBC9 | hit rate 0.36% among 290,000; in the data active = inhibition above about 50%, passing the limit was not always enough; also: strong numbers were not always called active
Target sequence (P63279 whole entry, looked up): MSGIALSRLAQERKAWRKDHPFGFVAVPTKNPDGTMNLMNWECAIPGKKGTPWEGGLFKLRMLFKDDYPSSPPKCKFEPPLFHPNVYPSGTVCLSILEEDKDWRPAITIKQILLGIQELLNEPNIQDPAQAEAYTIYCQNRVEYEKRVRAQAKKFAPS
IMP-1 inh: IMP-1 metallo-beta-lactamase inhibitors, primary screen, biochemical, epi-absorbance readout, Pseudomonas aeruginosa enzyme; metallo-beta-lactamase IMP-1 (Pseudomonas aeruginosa); purified IMP-1, nitrocefin hydrolysis, epi-absorbance fluorescence; inhibition, % at 5.6 µM; hit rate 0.45% among 290,000; AID 1556, 2009;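 active = inhibition above the mean plus 3 SD of all compounds in the same screening run, cut at about 4.5% in these data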;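 also: 0% = IMP-1 with DMSO and 100% = DMSO wells lacking enzyme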
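Assay system: purified recombinant IMP-1 beta-lactamase. Input: IMP-1 0.2 nM before substrate addition. Buffer or medium: Zinc- and detergent-supplemented HEPES buffer, pH 7.1. Schedule: 25 °C, 15 min preincubation, 25 min reaction. Signal: Epi-absorbance fluorescence, 480 nm excitation, 530 nm emission. Evaluation: percent inhibition from optical density relative to buffer-blank wells.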
NS3 helicase inh: inhibitors of HCV NS3 helicase, primary screen, biochemical, Cy5 molecular beacon fluorescence; Hepatitis C virus NS3 helicase; NS3 helicase DNA unwinding; inhibition, % at 10.9 µM; hit rate 0.56% among 290,000; AID 1800, 2009;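 active = inhibition above the mean of all tested compounds plus 3 SD, set per campaign, cut at about 35% in these data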;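 also: 0% = DMSO wells and 100% = thioflavine S control wells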
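assay system = NS3 helicase fragment of HCV | buffer or medium = MOPS pH 6.5, MgCl2, DTT, Tween20, BSA | timing = 60 min unwinding reaction at 25 °C after ATP addition | signal = Cy5 beacon fluorescence read at start and 1 h | read-out basis = % inhibition of unwinding | control set = low DMSO, high thioflavine S at 110 µM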
MEKK2wt PB1 HTS: modulators of MEK5 binding to wildtype MEKK2, primary screen, biochemical, multiplex bead flow cytometry, Alexa488-MEK5; Alexa488-MEK5 binding to MEKK2 WT; actives lie on both sides; binding response (% of control), % at 10 µM; hit rate 1.1% among 290,000; AID 1531, 2009; in the data active = binding response below about 67% or above about 130%
DNA FID counter: compounds displacing fluorescent DNA intercalator, primary screen, artefact control for HCV NS3 helicase inhibitor project, biochemical, FID fluorescence | DNA fluorescent intercalator displacement | inhibition, % at 7.9 µM | hit rate 0.17% among 290,000; in the data active = inhibition above about 37%;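 also: 0% = vehicle and 100% = reference compound; higher means more ethidium bromide displaced from hairpin DNA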
NALP1 yeast inh: NALP1 inflammasome inhibitors in reconstituted yeast, colorimetric, S. cerevisiae, triplicate retest. S. cerevisiae NALP1/ASC/caspase-1 growth, X-gal OD620, 72 h. inhibition, % at 10 µM. hit rate 0.61% among 280,000; in the data active = inhibition mostly above about 24%, no sharp cut-off; inactive = mostly below about 32%; also: some compounds called inactive have numbers as strong as hits
VIM-2 inh: VIM-2 metallo-beta-lactamase inhibitors, primary screen, biochemical, epi-absorbance readout, Pseudomonas aeruginosa enzyme; purified VIM-2, nitrocefin hydrolysis, epi-absorbance fluorescence; inhibition, % at 5.6 µM; hit rate 0.89% among 290,000; AID 1527, 2009;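 active = inhibition above the mean of all tested compounds plus 3 SD, cutoff set per screening run, cut at about 7.5% in these data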;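 also: red hydrolysis product quenches plate fluorescence so inhibitors raise well fluorescence; 0% = enzyme with DMSO and 100% = DMSO without enzyme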
MEKK2 mut-MEK5: MEK5 binding signal on mutant MEKK2 PB1, primary screen, biochemical, multiplex bead flow cytometry, Alexa488-MEK5 | Alexa488-MEK5 binding to MEKK2 mutant | percent response, % at 10 µM | hit rate 0.35% among 290,000 | AID 1530, 2009; in the data active = percent response above about 24%, passing the limit was not always enough; also: inactives centre near 1; some results filed as inactive read as strong as hits
PfM18AAP inh: PfM18AAP inhibitors, malaria aminopeptidase, primary screen, biochemical, QFRET, recombinant enzyme. M18 aspartyl aminopeptidase (Plasmodium falciparum 3D7). H-Glu-NHMec fluorogenic cleavage. inhibition, % at 7.35 µM. hit rate 1.2% among 290,000. AID 1822, 2009;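 active = inhibition above the campaign mean inhibition over all tested compounds plus 3 SD, cut at about 28% in these data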;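 also: 0% = plate median of test compound wells and 100% = 2 mM ZnCl2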
* marks the source's active call; other numbers are inactive results; nt = no result given.

Values run as follows: UBC9 SUMO inh | IMP-1 inh | NS3 helicase inh | MEKK2wt PB1 HTS | DNA FID counter | NALP1 yeast inh | VIM-2 inh | MEKK2 mut-MEK5 | PfM18AAP inh
C=CCNc1nc(NCC)nc(N2CCOCC2)n1
 : -15 | -1.7 | -16 | 103 | -5 | 9 | -2.2 | 5 | -3
COc1ccc(S(=O)(=O)N2CCCCCC2)cc1NC(=O)Cc1ccccc1
 : -15 | -2.5 | -5 | 109 | -28 | -14 | -1.4 | -2 | -8
CC(=O)c1ccc(NC(=O)c2ccc([N+](=O)[O-])o2)cc1
 : 14 | -4.0 | 13 | 102 | -4 | -2 | -3.3 | 8 | 0
O=C(Nc1ccc2snnc2c1)Nc1cccc2ccccc12
 : 33 | -3.5 | -12 | 122 | -1 | 3 | -0.3 | 9 | 5
Cc1ccc(CNC(=O)CNC(=O)c2c(C)nn(C)c2Cl)cc1
 : -2 | -1.4 | 14 | 96 | 1 | -2 | -2.2 | -3 | 2
O=C(Nc1nc2c(s1)CCCC2)c1cc2n(n1)C(C(F)(F)F)CC(C1CC1)N2 (stereo not drawn)
 : 23 | -0.2 | -5 | 100 | -17 | 7 | -2.5 | 4 | -5
CNC(=S)Nc1cc(C(=O)N2CCCC2)ccc1N1CCCC1
 : -4 | -2.4 | 12 | 102 | -6 | 10 | -0.8 | 2 | -9
COc1ccccc1-c1nn(Cc2ccccc2)cc1/C=C/C(=O)O
 : 14 | -0.8 | -3 | 102 | -12 | -2 | -3.3 | 21 | -7
O=C(CCCN1C(=O)/C(=C\c2cccs2)SC1=S)Nc1cccnc1
 : 21 | -2.0 | 0 | 100 | 0 | 24 | -3.2 | -1 | -3
CCOC(=O)/C=c1\s/c(=C\c2ccc3cc(OC)ccc3c2)c(=O)n1CC(=O)NCC1CCCO1 (stereo not drawn)
 : 33 | -6.9 | 10 | 91 | -3 | 20 | -4.1 | -3 | 0

Next section.
compound	UBC9 SUMO inh	IMP-1 inh	NS3 helicase inh	MEKK2wt PB1 HTS	DNA FID counter	NALP1 yeast inh	VIM-2 inh	MEKK2 mut-MEK5	PfM18AAP inh
C#CCOc1ccc(Cl)cc1/C=C1/C(=O)ON=C1C	2	-0.4	-1	106	0	8	4.3	3	12
CN1C(=O)C(=O)/C(=C(/O)c2ccccc2)C1c1ccccc1 (stereo not drawn)	1	-0.8	0	103	-1	-78	-3.2	6	1
CCOC(=O)N1CCC(=NNS(=O)(=O)c2cccc([N+](=O)[O-])c2)CC1	8	-3.5	3	113	3	48	-2.7	8	0
COC(=O)CSC1=C(C#N)C(c2ccc(C)o2)CC(=O)N1 (stereo not drawn)	3	-4.8	6	106	6	3	-2.8	4	1
CC(C)(CO)NCc1cccs1	-16	-2.7	9	86	1	-7	-0.1	-6	-13
O=C(c1nc(SCc2ccc([N+](=O)[O-])cc2)n2ccccc12)C(F)(F)F	4	-2.4	-11	100	-1	14	-3.0	1	1
CCOc1cc(C=O)cc(Br)c1OCC(N)=O	7	0.5	3	81	3	-13	2.6	-12	-14
CC(C)(C)NS(=O)(=O)c1ccc(/C=C/C(=O)O)cc1	-1	-1.4	-13	98	-3	8	-2.4	12	4
CC(C)CCNC(=O)CC1C(=O)N(Cc2ccccc2)C(C)c2nc3ccccc3n21 (stereo not drawn)	-2	-3.9	-11	99	-19	4	-3.3	-3	-7
CC(C)NCC#CCOc1ccc(Cl)cc1	-3	-1.2	-1	105	5	-4	-2.5	0	-3
Nc1cc(OC(=O)c2ccccc2Br)nn1S(=O)(=O)c1ccccc1	-5	-3.6	7	nt	1	12	0.1	nt	19
Cc1cc(C)nc(S/C=C/C(=O)c2ccc(F)cc2)n1	13	-2.7	-9	103	-2	13	-1.2	4	9
O=C1Nc2cc(C(=O)NCCCN3CCCC3)ccc2S/C1=C/c1ccccc1F	24	-2.7	-40	138*	27	18	33*	13	-3
CN1C(=O)CC(Nc2cccc3cccc(N)c23)C1=O (stereo not drawn)	90*	-4.1	9	91	1	16	0.5	-3	10

An excerpt from above in order of the MEKK2wt PB1 HTS value, descending:
mol | MEKK2wt PB1 HTS
COC(=O)CSC1=C(C#N)C(c2ccc(C)o2)CC(=O)N1 (stereo not drawn) | 106
CN1C(=O)CC(Nc2cccc3cccc(N)c23)C1=O (stereo not drawn) | 91
CCOc1cc(C=O)cc(Br)c1OCC(N)=O | 81

Sorted by SMILES length (smallest number first): part of the list above.
compound	UBC9 SUMO inh	IMP-1 inh	NS3 helicase inh	MEKK2wt PB1 HTS	DNA FID counter	NALP1 yeast inh	VIM-2 inh	MEKK2 mut-MEK5	PfM18AAP inh
CC(C)(CO)NCc1cccs1	-16	-2.7	9	86	1	-7	-0.1	-6	-13
CC(C)NCC#CCOc1ccc(Cl)cc1	-3	-1.2	-1	105	5	-4	-2.5	0	-3
CCOc1cc(C=O)cc(Br)c1OCC(N)=O	7	0.5	3	81	3	-13	2.6	-12	-14
C#CCOc1ccc(Cl)cc1/C=C1/C(=O)ON=C1C	2	-0.4	-1	106	0	8	4.3	3	12
Cc1cc(C)nc(S/C=C/C(=O)c2ccc(F)cc2)n1	13	-2.7	-9	103	-2	13	-1.2	4	9
CC(C)(C)NS(=O)(=O)c1ccc(/C=C/C(=O)O)cc1	-1	-1.4	-13	98	-3	8	-2.4	12	4
CN1C(=O)C(=O)/C(=C(/O)c2ccccc2)C1c1ccccc1 (stereo not drawn)	1	-0.8	0	103	-1	-78	-3.2	6	1
Nc1cc(OC(=O)c2ccccc2Br)nn1S(=O)(=O)c1ccccc1	-5	-3.6	7	nt	1	12	0.1	nt	19
O=C1Nc2cc(C(=O)NCCCN3CCCC3)ccc2S/C1=C/c1ccccc1F	24	-2.7	-40	138*	27	18	33*	13	-3
CC(C)CCNC(=O)CC1C(=O)N(Cc2ccccc2)C(C)c2nc3ccccc3n21 (stereo not drawn)	-2	-3.9	-11	99	-19	4	-3.3	-3	-7
O=C(c1nc(SCc2ccc([N+](=O)[O-])cc2)n2ccccc12)C(F)(F)F	4	-2.4	-11	100	-1	14	-3.0	1	1
CCOC(=O)/C=c1\s/c(=C\c2ccc3cc(OC)ccc3c2)c(=O)n1CC(=O)NCC1CCCO1 (stereo not drawn)	33	-6.9	10	91	-3	20	-4.1	-3	0
